mIAP inh = blocks mouse intestinal alkaline phosphatase; purified mouse IAP, CDP-Star luminescence, 30 min; inhibition, % at 10 µM; 330,000 compounds, 0.2% hits;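 active = inhibition of at least 40% at 10 µM in the primary screen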;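 also: plate controls were DMSO with enzyme for no effect and no enzyme wells for full effect; values of inactives mirror those of a sister screen read the other way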
NALP3 yeast inh = blocks the NALP3 inflammasome reconstituted in yeast; Yeast reconstituted NLRP3/ASC/caspase-1, beta-gal luminescence, 24 h; inhibition, % at 10 µM; 330,000 compounds, 0.39% hits;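 active = inhibition of 50% or more; inactive = inhibition below 50%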;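 also: plate controls were induced DMSO wells for no effect and uninduced yeast grown without galactose for full effect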
A3A deaminase = human APOBEC3A DNA deaminase inhibition; recombinant A3A, FAM/TAMRA ssDNA deamination fluorescence; 330,000 compounds, 0.41% hits; AID 493011; inhibition, % at 20 µM;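 active = at least 40% inhibition at 20 µM here, with at most 30% in a related deaminase screen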;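 also: plate controls were A3A with DMSO for no effect and wells lacking A3A enzyme for full effect; some results filed as inactive read as strong as hits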
Target sequence (P31941 whole entry, looked up): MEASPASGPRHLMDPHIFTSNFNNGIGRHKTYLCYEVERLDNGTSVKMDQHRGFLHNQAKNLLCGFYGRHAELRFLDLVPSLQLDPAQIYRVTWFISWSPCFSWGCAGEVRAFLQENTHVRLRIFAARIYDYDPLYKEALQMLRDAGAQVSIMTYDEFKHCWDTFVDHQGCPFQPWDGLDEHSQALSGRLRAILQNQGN
APOBEC3G inh = blocks human APOBEC3G single-stranded DNA deamination. Q9HC16. recombinant A3G, ssDNA deamination FAM/TAMRA fluorescence. inhibition, % at 20 µM. 330,000 compounds, 0.28% hits;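 active = inhibition of at least 40% at 20 µM, with no more than 30% in the related APOBEC3A deaminase screen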;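 also: plate controls were DMSO wells with A3G for no effect and wells lacking A3G enzyme for full effect; some compounds called inactive have numbers as strong as hits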
Target sequence (Q9HC16 whole entry, looked up): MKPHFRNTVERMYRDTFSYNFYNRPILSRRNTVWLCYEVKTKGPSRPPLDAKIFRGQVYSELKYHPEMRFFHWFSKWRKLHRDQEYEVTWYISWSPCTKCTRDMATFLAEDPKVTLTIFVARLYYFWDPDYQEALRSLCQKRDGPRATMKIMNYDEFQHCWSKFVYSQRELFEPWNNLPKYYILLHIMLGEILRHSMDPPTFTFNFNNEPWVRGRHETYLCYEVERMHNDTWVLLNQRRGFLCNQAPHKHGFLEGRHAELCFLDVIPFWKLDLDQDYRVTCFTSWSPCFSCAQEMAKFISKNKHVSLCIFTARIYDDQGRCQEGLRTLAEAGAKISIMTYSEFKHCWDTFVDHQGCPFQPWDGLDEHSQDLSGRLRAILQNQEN
SENP1 inh = blocks the human SENP1 SUMO protease catalytic domain. Q9P0U3. recombinant SENP1 catalytic domain, CyPet-SUMO1-YPet FRET cleavage. inhibition, % at 10 µM. 360,000 compounds, 0.21% hits;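 active = inhibition at least 30% at 10 µM, raw YFP signal under a set limit, fluorescence ratio 0.5 to 1.5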;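 also: 0% = enzyme with DMSO and 100% = no enzyme wells; some results filed as inactive read as strong as hits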
Target sequence (Q9P0U3 419-644 limits assumed): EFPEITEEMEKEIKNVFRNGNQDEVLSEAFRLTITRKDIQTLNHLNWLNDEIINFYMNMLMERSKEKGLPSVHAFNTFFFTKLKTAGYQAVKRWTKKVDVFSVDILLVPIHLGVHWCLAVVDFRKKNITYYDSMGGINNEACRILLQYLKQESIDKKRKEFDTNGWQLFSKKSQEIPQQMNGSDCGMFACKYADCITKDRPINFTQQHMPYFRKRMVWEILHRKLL
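System: Recombinant human SENP1 catalytic domain, His6-tagged | Incubation: Enzyme reaction for 50 min at room temperature, dark | Medium: Tris pH 8 with BME, BSA, NP40 and catalase | Also added: 25 nM SUMO1 FRET substrate | Compound: 10 µM single point, 0.5% DMSO | Measured by: FRET fluorescence in CFP and YFP emission channels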
mIAP act = mouse IAP activation | activation factor at 10 µM | 330,000 compounds, 0.24% hits | muIAP, CDP-Star luminescence, 30 min; stronger effect = higher value; 1 = vehicle-only enzyme signal, 0 = enzyme-free wells;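 active = activation factor of at least 2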; also: the source names both 10 and 20 µM as test concentration; values of inactives mirror those of a sister screen read the other way
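also added = chemiluminescent substrate CDP-Star | test system = mouse IAP enzyme | signal = chemiluminescence readout | compound = DMSO-dissolved test compounds | incubation = 30 min at room temperature | benchmarks = DMSO wells, no-enzyme wells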
hIAP inh = human IAP inhibition; 330,000 compounds, 0.12% hits; purified IAP, CDP-Star luminescence, 30 min; AID 2544; inhibition, % at 10 µM; P09923;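 active = inhibition reaching a set limit with compound at 10 µM in the primary screen, cut at about 35% in these data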;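 also: plate controls were DMSO wells with enzyme for no effect and no-enzyme buffer wells for full effect; values of inactives mirror those of a sister screen read the other way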
hIAP act = human IAP activation | P09923 | purified human IAP, CDP-Star luminescence, 30 min; stronger effect = higher value; 1 = vehicle-only enzyme, 0 = enzyme-free background | activation factor at 10 µM | 330,000 compounds, 0.16% hits | AID 2524;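 active = activation factor of the enzyme at least 2-fold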; also: the source names both 10 and 20 µM as test concentration; values of inactives mirror those of a sister screen read the other way
beta cell repl = MIN6 beta-cell proliferation induction; MIN6 cells proliferation, ATPlite luminescence, 48 h; cells starved in 0.2% serum; 100% = growth in 10% serum; 330,000 compounds, 0.29% hits; proliferation, % at 10 µM;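 active = compounds whose signal lies at least 3.5 SD above the mean of all wells on their plate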;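 also: 0% = DMSO-treated cells in low-serum medium and 100% = 10% serum control; some compounds called inactive have numbers as strong as hits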
* = called active by the depositor; nt = no result given.

SMILES | mIAP inh | NALP3 yeast inh | A3A deaminase | APOBEC3G inh | SENP1 inh | mIAP act | hIAP inh | hIAP act | beta cell repl
COc1ccc2nc(SCC(=O)Nc3cc(C)on3)c(C#N)cc2c1 | -3.2 | 9.9 | -4.6 | -12.5 | 47.9* | 1.03 | 0.0 | 1 | 2.5
Cc1ccc(OCc2ccc(C(=O)NCc3cccnc3)cc2)cc1C | 1.1 | 24.9 | -3.9 | -1.5 | -1.9 | 0.989 | -8.6 | 1.09 | -5.6
COc1cccc(NC(=O)CN2C(=O)COc3ccc(S(=O)(=O)N4CCC(C)CC4)cc32)c1 | -17.7 | -12.2 | -8.3 | -9.6 | 0.3 | 1.18 | -2.1 | 1.02 | -6.1
CCN1CCN(CCc2nc3cc(NC(=O)COc4ccccc4)ccc3n2C)CC1 | 5.1 | 0.8 | 3.6 | -6.7 | 3.2 | 0.949 | -12.3 | 1.12 | 5.2
Cc1cc(C)c(NC(=O)CSc2nnc(-c3ccncc3)n2Cc2ccco2)c(Cl)c1 | -7.3 | -4.2 | -4.1 | -3.8 | -18.7 | 1.07 | 9.7 | 0.903 | -2.1
O=C(Nc1c(C(=O)N2CCOCC2)cnn1-c1ccccc1)c1ccc(F)cc1 | -0.8 | -3.1 | 1.5 | -3.7 | -1.1 | 1.01 | -13.1 | 1.13 | -0.6
O=C(c1cnc2nc3ccccc3n2c1)c1cc(F)ccc1O | 11.6 | -0.8 | 9.7 | -2.0 | -35.8 | 0.884 | 1.3 | 0.987 | -2.4
CN(C)C(=O)CSc1nnc(-c2ccc(S(=O)(=O)N3CCCC3)cc2)n1C | -2.5 | 8.6 | -2.9 | -3.7 | 0.6 | 1.02 | 8.5 | 0.915 | -0.8
CCOC(=O)CSc1nnc(NC(=O)c2ccco2)s1 | -8.7 | 11.5 | -7.3 | -8.7 | 2.4 | 1.09 | 7.3 | 0.927 | -4.8
C=CCn1c(CNc2ccccc2)nnc1SCC(=O)N/N=C/c1ccccc1O | 10.8 | 31.6 | 3.7 | -3.9 | -4.2 | 0.892 | 2.1 | 0.979 | -3.2
Cn1c(N)c(C(=O)COC(=O)CSc2ccc(Cl)cc2)c(=O)n(C)c1=O | -14.7 | -8.1 | -5.8 | -6.2 | 1.9 | 1.15 | 0.8 | 0.992 | -1.8
NC(=O)c1cc(Cl)ccc1OCC(=O)N1CCCc2ccccc21 | 2.5 | 4.3 | -5.3 | -12.7 | -0.7 | 0.975 | 5.1 | 0.949 | -1.7
COCCN(Cc1cc2cccc(C)c2[nH]c1=O)C(=O)c1ccccc1 | 10.2 | 9.1 | -3.7 | -5.6 | -0.3 | 0.898 | 2.3 | 0.977 | 1.7
COCCCNC(=O)CC(NS(=O)(=O)c1ccc(Cl)cc1)c1ccc(OC)cc1 (stereo not given) | -18.7 | -2.1 | 3.9 | 7.1 | 4.0 | 1.19 | 6.6 | 0.934 | -2.8
COc1ccc(/C=C/C(=O)O/N=C(\N)c2cccnc2)cc1OC | -1.4 | 12.4 | 8.6 | 2.8 | 0.7 | 1.01 | 14.8 | 0.852 | 0.4
Cc1ccc(S(=O)(=O)Cn2nnnc2C(C(C)C)N2CCN(C(=O)c3ccco3)CC2)cc1 (stereo not given) | -2.2 | 0.2 | -2.1 | -2.8 | -0.1 | 1.02 | 3.0 | 0.969 | -1.9
CCC1=Nc2cc(C(=O)NCCN3CCOCC3)ccc2Sc2ccc(Br)cc21 | 5.6 | 13.9 | -3.6 | -5.0 | -0.3 | 0.944 | -27.1 | 1.27 | 2.1
COC(=O)CCc1c(C)[nH]c(=S)[nH]c1=O | 0.2 | -7.7 | -3.0 | -2.5 | 0.2 | 0.998 | 5.0 | 0.95 | 0.8
Cc1ccc(C(=O)CSc2nsc(C)c2C#N)cc1 | 11.4 | 22.4 | 0.8 | 20.6 | -4.4 | 0.886 | -6.6 | 1.07 | -0.5
Cc1ncc(S(=O)(=O)c2ccc(Cl)cc2)c(-c2ccccc2)n1 | -9.5 | -18.5 | 3.8 | 2.8 | 0.4 | 1.09 | -6.3 | 1.06 | -2.5
COc1ccc(C2CC(c3cccs3)=NN2c2nc(C)c(C(C)=O)s2)cc1OC (stereo not given) | -3.3 | 19.9 | 0.8 | -3.3 | -21.0 | 1.03 | -2.1 | 1.02 | -1.9
Cc1ccc(OCc2nnc(SCC(=O)Nc3ncc(C)s3)o2)cc1 | 8.4 | 22.3 | -0.5 | -5.6 | -1.0 | 0.916 | -0.8 | 1.01 | -2.4
COc1cc(-c2nnc(-c3ccco3)o2)ccc1OCc1ccccc1 | -4.9 | 26.5 | -2.5 | -5.2 | 2.1 | 1.05 | 3.6 | 0.964 | -0.6
CC[C@]12c3[nH]c4cc(-c5ccco5)ccc4c3CCN1C(=O)[C@@H](CC(=O)NCCC1=CCCCC1)C[C@@H]2C(=O)N1CCN(C(=O)C2CC2)CC1 | -24.9 | nt | 2.1 | 3.0 | -28.5 | 1.28 | nt | nt | nt
C/C(=N\Nc1ccccc1C)c1cccnc1 | 0.4 | 12.9 | -5.4 | 60.8* | -2.4 | 0.996 | 15.6 | 0.844 | 1.1
COc1ccc(-c2nn(CCC#N)cc2/C=N/O)cc1OC | -4.5 | 6.0 | -1.3 | -5.8 | 3.1 | 1.04 | -7.7 | 1.08 | 3.8
CCNS(=O)(=O)c1ccc(CCC(=O)NCc2ccc(C)cc2)cc1 | -1.8 | 15.5 | 0.7 | -2.3 | 0.9 | 1.02 | 0.0 | 1 | -3.0
COc1ccc(C(=O)Nc2ccccc2N2CCOCC2)cc1[N+](=O)[O-] | 2.4 | 13.5 | -3.0 | -4.6 | 0.4 | 0.976 | 6.6 | 0.934 | -1.6
O=C(CCN1CCCCCC1)Nc1ccccc1F | 6.5 | 8.3 | -16.6 | -4.7 | -0.7 | 0.935 | 20.4 | 0.796 | -1.4
CSCCC(NC(=O)c1ccoc1C)C(=O)O (stereo not given) | 9.5 | 13.4 | -4.7 | -9.3 | 4.6 | 0.905 | -1.2 | 1.01 | -1.8
Cc1ccc(CNC(=O)CCc2ccc(S(=O)(=O)NC3CCCCC3)cc2)cc1 | -17.6 | 7.7 | -5.6 | -8.2 | 3.0 | 1.18 | -24.3 | 1.24 | -2.1
O=C(CCNC(=O)c1ccc(Cl)cc1)Nc1ncccc1O | 14.7 | 12.4 | -1.4 | 2.0 | -7.7 | 0.853 | -10.6 | 1.11 | -2.2
O=C(Nc1ccccc1)c1ccc(F)c(S(=O)(=O)N2CCOCC2)c1 | 2.5 | 3.9 | -2.9 | -2.5 | 0.8 | 0.975 | -7.5 | 1.07 | 1.7
CC1CCN(S(=O)(=O)c2ccc3c(ccn3CCC(=O)N3CCCCC3)c2)CC1 | 7.3 | 7.7 | 1.8 | -0.1 | 3.1 | 0.927 | -5.1 | 1.05 | -0.7
COc1ccccc1/C=C(\NC(=O)c1ccc(OC)c(OC)c1)C(=O)Nc1cc([N+](=O)[O-])ccc1C | 5.3 | -0.2 | -5.1 | -6.2 | -56.0 | 0.947 | -9.6 | 1.1 | -0.6
CC(Oc1ccc(C(=O)c2ccc(F)cc2)cc1)C(=O)N1CCOCC1 (stereo not given) | -2.7 | 9.9 | -0.1 | -7.1 | 0.2 | 1.03 | -2.1 | 1.02 | 1.3
CC(C)(C)c1ccc(S(=O)(=O)CCc2ccccn2)cc1 | -3.8 | 7.6 | -0.7 | -3.9 | -0.2 | 1.04 | -18.5 | 1.19 | -2.2
CCC(=O)N1CCN(CCN=CC2=C(O)CC(c3ccc(OC)cc3)CC2=O)CC1 (stereo not given) | -1.5 | 53.1* | 4.0 | -8.3 | -0.3 | 1.01 | 9.3 | 0.907 | 0.0
Cc1cc(OC(=O)Cc2cccc3ccccc23)c([N+](=O)[O-])c(=O)[nH]1 | -5.6 | -10.8 | -4.4 | -5.7 | 5.6 | 1.06 | -11.1 | 1.11 | 0.0
CC(C)c1ccccc1NC(=O)C1C2C=CC(C2)C1C(=O)O (stereo not given) | 7.2 | 19.0 | -4.1 | -2.4 | 3.4 | 0.928 | -3.5 | 1.03 | 0.8
Cc1ccc(N(C(=O)c2snc(C(N)=O)c2N)C(C(=O)NC2CCCC2)c2ccco2)cc1 (stereo not given) | -7.5 | 6.4 | -4.2 | -1.7 | -15.6 | 1.07 | 6.7 | 0.933 | 0.0
CC(=O)NNC(=O)CCC(=O)Nc1ccccc1 | 31.2 | 9.2 | 0.1 | -1.8 | -0.7 | 0.688 | 4.6 | 0.954 | -2.4
O=C(CCn1c(=S)[nH]c2ccccc2c1=O)NCCc1ccc(Cl)cc1 | -7.5 | 3.9 | -4.9 | -9.2 | 0.6 | 1.07 | -12.1 | 1.12 | -2.0
COc1cc(OC)cc(C(=O)NCCN2CCOCC2)c1 | 1.8 | -16.9 | -3.0 | -3.7 | 0.1 | 0.982 | -11.5 | 1.11 | -1.7
COC(=O)C1CN(C(=O)C(C)Oc2ccc(C)c(C)c2)c2ccccc2O1 (stereo not given) | 5.2 | 11.9 | 0.9 | -3.0 | 1.5 | 0.948 | 8.6 | 0.914 | -4.4
CC(=O)c1cccc(N/C=C\c2nnnn2-c2ccc(F)cc2)c1 | 6.2 | 12.3 | 2.2 | -1.6 | -0.3 | 0.938 | -5.0 | 1.05 | -0.5
Cc1cc(C)nc(N2N=C(C(C)(C)C)CC2=O)n1 | 8.3 | 18.8 | 1.5 | -1.4 | 1.4 | 0.917 | 8.8 | 0.912 | -0.7
COc1ccc(NC(=O)CN(C)C(=O)Cc2n[nH]c(=O)c3ccccc23)cc1 | -0.5 | 8.0 | 0.5 | -5.7 | 1.8 | 1 | 5.8 | 0.942 | 3.5
CC(=N\NC(=O)c1ccccc1)/C(=N/O)C(=O)Nc1ccccc1 | 6.5 | 5.0 | -4.3 | -10.3 | -0.8 | 0.935 | -33.0 | 1.33 | 1.0
CSc1ccc(S(=O)(=O)NCC(=O)OCC(=O)N2CCCC2=O)cc1[N+](=O)[O-] | 5.2 | 25.8 | 7.7 | -6.1 | -0.8 | 0.948 | 16.6 | 0.834 | -4.8

Further compounds follow.
SMILES | mIAP inh | NALP3 yeast inh | A3A deaminase | APOBEC3G inh | SENP1 inh | mIAP act | hIAP inh | hIAP act | beta cell repl
CC(C)(C)OC(=O)C[C@@H]1C/C=C\C[C@@H](CC(=O)NCCO)C(=O)N2CCC[C@H]2COC1=O | -5.3 | 0.0 | -3.2 | -7.1 | 0.7 | 1.05 | 14.7 | 0.853 | -1.6
CCCn1nc2cc(C(=O)NCc3ccc(OC(F)(F)F)cc3)ccc2c1OCC | 8.3 | 14.3 | -3.5 | -7.8 | 3.5 | 0.917 | -12.0 | 1.12 | -4.2
Cc1ccc(C(=O)Nc2nc(N)n(-c3ccccc3)n2)cc1 | -5.7 | 13.5 | -0.5 | -9.2 | -1.8 | 1.06 | 3.3 | 0.966 | -2.4
CCN1CCN(Cc2c3ccccc3cc3ccccc23)CC1 | 7.9 | 14.9 | -5.9 | -6.8 | 3.5 | 0.921 | 1.6 | 0.984 | -1.5

A portion of the library; the hit share may differ from the screen's.
